Assay outcomes as filed in PubChem.
VLA-4 antagonist – blocks LDV-FITC ligand binding to Mn2+-activated human VLA-4 integrin. inhibition, % at 10 µM (by protocol). Jurkat cells, LDV-FITC binding with Mn2+, flow cytometry; 100% = Mn2+-driven binding gain fully reversed. actives 0.2% (n = 24,000);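 active means inhibition above 50%; inconclusive means compound itself fluorescent, judged against control cell fluorescence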;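 further: 0% = Mn2+ stimulated cells lacking compound and 100% = ligand binding without Mn2+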
Target sequence (P13612 whole entry, looked up): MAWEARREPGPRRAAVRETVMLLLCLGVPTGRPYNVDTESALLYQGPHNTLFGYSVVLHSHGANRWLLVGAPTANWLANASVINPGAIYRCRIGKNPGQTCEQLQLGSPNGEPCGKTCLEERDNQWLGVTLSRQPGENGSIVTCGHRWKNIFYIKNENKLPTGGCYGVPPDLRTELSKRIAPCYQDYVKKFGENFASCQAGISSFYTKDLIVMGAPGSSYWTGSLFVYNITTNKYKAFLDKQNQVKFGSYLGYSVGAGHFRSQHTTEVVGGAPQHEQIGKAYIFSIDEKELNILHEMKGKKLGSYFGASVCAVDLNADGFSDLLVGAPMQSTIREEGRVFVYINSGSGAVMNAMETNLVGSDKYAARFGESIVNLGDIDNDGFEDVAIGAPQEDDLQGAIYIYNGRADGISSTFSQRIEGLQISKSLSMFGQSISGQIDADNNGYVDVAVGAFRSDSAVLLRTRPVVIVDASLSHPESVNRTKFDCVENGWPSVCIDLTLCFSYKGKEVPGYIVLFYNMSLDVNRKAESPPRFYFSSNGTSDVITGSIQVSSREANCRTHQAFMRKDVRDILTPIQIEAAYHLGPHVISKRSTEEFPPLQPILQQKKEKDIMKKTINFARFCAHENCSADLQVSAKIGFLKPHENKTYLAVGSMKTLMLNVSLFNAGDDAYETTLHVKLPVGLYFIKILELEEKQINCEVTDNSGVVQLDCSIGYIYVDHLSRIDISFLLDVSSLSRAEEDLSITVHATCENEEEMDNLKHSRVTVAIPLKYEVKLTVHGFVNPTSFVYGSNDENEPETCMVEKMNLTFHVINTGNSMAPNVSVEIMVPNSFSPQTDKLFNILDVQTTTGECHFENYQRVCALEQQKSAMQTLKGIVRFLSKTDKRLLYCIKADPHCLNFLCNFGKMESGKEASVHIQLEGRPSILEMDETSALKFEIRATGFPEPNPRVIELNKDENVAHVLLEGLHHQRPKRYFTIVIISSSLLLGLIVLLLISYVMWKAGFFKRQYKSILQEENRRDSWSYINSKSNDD
VLA-4 agonist – allosterically activates the human VLA-4 integrin. P13612. Jurkat cells, LDV-FITC binding, flow cytometry. activation, % at 10 µM (by protocol). 24,000 tested, under 10 active;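 active means fluorescent ligand binding to cells raised by more than 40% of the manganese-induced maximum; inconclusive means compound's own fluorescence above 85% of the ligand control signal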;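 further: 0% = ligand binding without compound and 100% = manganese-stimulated maximal binding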
Prostate diff – activators of LNCaP prostate cell differentiation. flow cytometry side scatter, 4 d. side scatter shift, % at 10 µM. actives 0.56% (n = 24,000);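 active means side scatter shift above 30%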;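 further: androgen-responsive LNCaP prostate cancer cells in charcoal-stripped serum medium; percent of cells past a gate set so DMSO wells show 10% shift; higher shift means more granular cells and more differentiation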
Autofluor Jurkat – autofluorescence counter-screen for VLA-4 integrin assays; Jurkat cells, compound autofluorescence, flow cytometry; stronger effect = higher value; 1 = vehicle-only cell background; fluorescence ratio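 (tested at 10 µM compound in the well)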; actives 0.61% (n = 24,000);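 active means fluorescence ratio above 2.44, which is 1 plus 3 SD of all ratios; inconclusive means signal too bright to measure linearly, ratio around 10 or more; inactive means fluorescence ratio below 2.44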;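 further: green fluorescence of cells measured with 488 nm excitation and 530 nm emission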
Numbers without * were called inactive; u = inconclusive. These rows are one share of the data, so the mix of outcomes need not match the whole.

Labels used below: A = VLA-4 antagonist; B = VLA-4 agonist; C = Prostate diff; D = Autofluor Jurkat
structure: O=C(NCc1ccc2c(c1)OCO2)c1c[nH]c2ccc(S(=O)(=O)N3CCOCC3)cc2c1=O
  A = 4	B = 2	C = 9	D = 1.1
structure: Cc1ccc(NCc2nnc(SCC(=O)N3CCCCC3)n2CC2CCCO2)c(C)c1 (configuration not stated)
  A = 0	B = 2	C = 8	D = 0.96
structure: Cc1nc2c(C(=O)NCc3ccc4c(c3)OCO4)c[nH]n2c(=O)c1Cl
  A = 0	B = -1	C = 6	D = 1.1
structure: CCCC(=O)NCCc1cc2cc(C)c(C)cc2[nH]c1=O
  A = -1	B = -5	C = 17	D = 1.1
structure: CCc1nc(N)c(C#N)c(-c2ccncc2)c1C
  A = -11	B = -4	C = 7	D = 1
structure: CCOC(=O)C(C#N)C(c1cccnc1)c1c(C)[nH][nH]c1=O (configuration not stated)
  A = -6	B = 0	C = 11	D = 0.96
structure: CCOC(=O)N1CCN(c2c(-c3ccc(C)c(C)c3)c(=O)c2=O)CC1
  A = -8	B = 0	C = 0	D = 1.1
structure: O=C1OC2(c3ccccc3)C3CCCC2C13
  A = -19	B = 6	C = 1	D = 1
structure: CC1(C)CC(=O)C(CC2=C(O)CC(C)(C)CC2=O)=C(O)C1
  A = -6	B = 4	C = 3	D = 0.99
structure: CCOC(=O)N1CCC(NC(=O)C(C)n2c3ccccc3c3cnn(C)c(=O)c32)CC1 (configuration not stated)
  A = 6	B = 1	C = 6	D = 1
structure: Cc1nn(Cc2nc(-c3cccs3)no2)c(C)c1Br
  A = 7	B = -10	C = 9	D = 1.2
structure: CN(C)CCCOC(=O)CCc1ccccc1
  A = -17	B = 1	C = 9	D = 1
structure: CC(NC(=O)Nc1nnc(C(F)(F)F)s1)N1C(=O)C2C3C=CC(C3)C2C1=O (configuration not stated)
  A = -17	B = 5	C = 7	D = 0.98
structure: COc1ccc(-c2noc(CN3CCN(c4ccccc4)CC3)n2)cc1
  A = 8	B = 2	C = 1	D = 0.94
structure: O=C(c1ccccc1)N1CCN(Cc2ccccc2Br)CC1
  A = -20	B = -1	C = 11	D = 1.1
structure: C=C(C)Cn1c(CCNC(=O)CCC)nc2ccccc21
  A = 0	B = -7	C = 4	D = 1.1
structure: Cn1nnnc1SCC(=O)N1CCN(c2cccc(Cl)c2)CC1
  A = -5	B = 10	C = 9	D = 1
structure: Cc1ccc2c(c1)CCCN2C(=O)c1ccc2c(c1)OCO2
  A = -7	B = 2	C = 11	D = 1.1
structure: CC12CC(NC(=O)N1c1ccc(C(=O)N3CCN(c4ccc(F)cc4)CC3)cc1)c1ccccc1O2 (configuration not stated)
  A = 2	B = -11	C = 13	D = 1.1
structure: COc1ccc(CN2CCN(C(=O)CN3C(=O)C4C5C=CC(C5)C4C3=O)CC2)c(OC)c1OC (configuration not stated)
  A = 15	B = -1	C = 10	D = 1
structure: N[C@@H](Cc1cc(I)c(Oc2ccc(O)c(I)c2)c(I)c1)C(=O)O
  A = -14	B = 2	C = 4	D = 1
structure: Fc1ccc(-c2nnc(CN3CCN(c4ncc(C(F)(F)F)cc4Cl)CC3)o2)cc1
  A = -18	B = -5	C = 7	D = 0.88
structure: CC(=O)c1cccc(NC(=O)CC2Oc3ccc(C)cc3NC2=O)c1 (configuration not stated)
  A = u	B = u	C = 13	D = 0.83
structure: COc1ccc(C(=O)Nc2ccc(Cl)cn2)cc1Cl
  A = -4	B = 0	C = 2	D = 1.1
structure: CCOC(=O)N1CCN(c2c(NCCN3CCN(Cc4ccccc4)CC3)c(=O)c2=O)CC1
  A = -7	B = 0	C = 3	D = 0.98

In another format: 2 of the compounds above.
Second line of a record – VLA-4 antagonist, VLA-4 agonist, Prostate diff, Autofluor Jurkat
> Cc1nn(Cc2nc(-c3cccs3)no2)c(C)c1Br
    7, -10, 9, 1.2
> COc1ccc(C(=O)Nc2ccc(Cl)cn2)cc1Cl
    -4, 0, 2, 1.1

The listing picks up; the 3 compounds before the break are reprinted first.
Labels used below: A = VLA-4 antagonist; B = VLA-4 agonist; C = Prostate diff; D = Autofluor Jurkat
structure: CC(=O)c1cccc(NC(=O)CC2Oc3ccc(C)cc3NC2=O)c1 (configuration not stated)
  A = u	B = u	C = 13	D = 0.83
structure: COc1ccc(C(=O)Nc2ccc(Cl)cn2)cc1Cl
  A = -4	B = 0	C = 2	D = 1.1
structure: CCOC(=O)N1CCN(c2c(NCCN3CCN(Cc4ccccc4)CC3)c(=O)c2=O)CC1
  A = -7	B = 0	C = 3	D = 0.98
structure: CCOC(=O)CC(C#N)c1cn(C)c2ccccc12 (configuration not stated)
  A = u	B = u	C = 7	D = 2.8*
structure: CCc1ccc(CN2C(=O)CCC2(C)C(=O)NC2CCCC2)cc1 (configuration not stated)
  A = -31	B = 11	C = 7	D = 0.93
structure: CCOC(=O)c1sc(=S)n(Cc2ccccc2)c1N
  A = -12	B = -1	C = 14	D = 1.1
structure: NC(=O)C1(N2CCCCC2)CCN(c2ccc3nnc(-c4ccccc4)n3n2)CC1
  A = 13	B = 1	C = 4	D = 1.1
structure: COc1ccc(OC(=O)c2ccncc2)cc1
  A = -7	B = 4	C = 5	D = 0.91
structure: COC(=O)c1ccc(C2C(C(=O)OCC(C)C)=C(C)N=C3SCCC(=O)N32)cc1 (configuration not stated)
  A = -1	B = -1	C = 12	D = 1.1
structure: COCCCNC(=O)C1CCN(S(=O)(=O)c2c(C)noc2/C=C\c2ccc(OC)cc2)CC1
  A = -6	B = 10	C = 10	D = 0.91
structure: COc1cc2[nH]c(=O)n(CCC(=O)N3CCc4ccccc4C3)c(=O)c2cc1OC
  A = -10	B = 1	C = 7	D = 1
structure: CN(C)c1nccc(Nc2ccccc2)c1C#N
  A = 2	B = 6	C = 15	D = 1
structure: CC(=O)Nc1nnc(SCC(=O)NCC2CCCO2)s1 (configuration not stated)
  A = 0	B = -3	C = 9	D = 1.1
structure: Cn1c2c(c(=O)n(C)c1=O)C(NS(=O)(=O)c1ccccc1)(C(F)(F)F)C(=O)N2 (configuration not stated)
  A = -4	B = -1	C = 8	D = 1
structure: CCC(=O)c1ccc(OCC(O)CN2C(=O)NC(C)(C)C2=O)cc1 (configuration not stated)
  A = 13	B = -4	C = 4	D = 1
structure: COc1cc(Nc2nc(SCC#N)nc3ccccc23)cc(OC)c1OC
  A = -9	B = -3	C = 10	D = 1.1
structure: CCOc1ccc2[nH]cc(S(=O)(=O)c3ccc(F)cc3)c(=O)c2c1
  A = -8	B = -10	C = 8	D = 1
structure: Nc1cc(N)cc(-c2nc3ccccc3o2)c1
  A = 6	B = 2	C = 3	D = 1.2
structure: CCOC(=O)c1cc(-c2ccc(C)cc2)n(CCC(=O)NCCN(C)C)c1C
  A = 10	B = 2	C = 21	D = 1.1
structure: COc1cccc(C2CC(=O)N3CN(c4ccccc4F)CSC3=C2C#N)c1 (configuration not stated)
  A = -37	B = 19	C = 3	D = 0.74
structure: CCNc1nc(NCC)n2c(SCc3nc4ccccc4c(=O)[nH]3)nnc2n1
  A = -18	B = -4	C = 9	D = 1.3
structure: Cc1c(C(=O)Nc2ccccc2Cl)oc2ccc(S(=O)(=O)N3CCC4(CC3)OCCO4)cc12
  A = -8	B = 10	C = 12	D = 0.97
structure: COc1ccc(-c2cc(-c3ccc(F)cc3)nc(N3CCN(C)CC3)n2)cc1
  A = 0	B = 3	C = 48*	D = 0.96
structure: Cc1cccc(NC(=O)CC2CCC2)c1
  A = -2	B = -1	C = 12	D = 1
structure: O=C(NCc1ccco1)c1cc(-c2ccco2)on1
  A = 13	B = -1	C = 1	D = 1.1
structure: Cc1nnc(SCc2cn3ccsc3n2)n(N)c1=O
  A = -8	B = 2	C = 3	D = 1
structure: COc1cc(C2NC(=O)NC(O)(C(F)(F)F)C2C(=O)c2ccc(Cl)cc2)ccc1O (configuration not stated)
  A = 24	B = 4	C = 14	D = 1
structure: Cc1cc(=O)oc2ccc(OCC(=O)N3CCC(C)CC3)cc12
  A = -29	B = 0	C = 7	D = 1

Next section.
Labels used below: A = VLA-4 antagonist; B = VLA-4 agonist; C = Prostate diff; D = Autofluor Jurkat
structure: O=C(CCN1C(=O)C2C3C=CC(C3)C2C1=O)Nc1c(F)cccc1F (configuration not stated)
  A = -4	B = 0	C = 7	D = 0.98
structure: Cc1ccc(OCC(O)Cn2c(NCCc3ccccc3)nc3c2c(=O)[nH]c(=O)n3C)cc1 (configuration not stated)
  A = 3	B = 0	C = 11	D = 1.1
structure: COc1cc2c(cc1OC)C(C(=O)Nc1cccc(C)n1)C(c1cccnc1)N(C)C2=O (configuration not stated)
  A = 3	B = 4	C = 4	D = 0.98
structure: CC(=O)NCC(=O)NC(C(=O)Nc1ccc2c(c1)OCCO2)c1ccccc1 (configuration not stated)
  A = -6	B = -2	C = 12	D = 1.1
structure: CCCCCC(=O)N1CC2(CC)CN(C(=O)CCCCC)CC(CC)(C1)C2=O
  A = -17	B = 0	C = 9	D = 1.1
structure: CCCCn1c(CN2CCN(c3ccc(F)cc3)CC2)nc2c1c(=O)n(C)c(=O)n2C
  A = -2	B = -6	C = 0	D = 0.99
structure: O=C(NCC1CCCO1)c1csc2c1CCCCC2 (configuration not stated)
  A = 9	B = 4	C = 9	D = 1
structure: NS(=O)(=O)c1cc2c(cc1Cl)NC(CSCc1ccccc1)=NS2(=O)=O
  A = -12	B = 0	C = 3	D = 1.1
structure: CCOc1ccccc1-c1nc(-c2ccc(C)nc2OC)no1
  A = -7	B = 11	C = 5	D = 1.1
structure: Cc1ccccc1OCc1nc(-c2ccc(NC(=O)c3ccc4c(c3)OCO4)cc2)no1
  A = 9	B = -5	C = 29	D = 0.97
structure: COc1ccccc1-n1c(SCC(N)=O)nnc1-c1ccccc1
  A = -4	B = 4	C = 13	D = 1
structure: COCCCN1C(=O)C(=O)/C(=C(/O)c2ccc(OC)cc2)C1c1ccc(O)c(OC)c1 (configuration not stated)
  A = 3	B = 3	C = 8	D = 1.3
structure: O=S1(=O)N=C(Nc2nc3c(s2)CCCC3)c2ccccc21
  A = -22	B = 7	C = 9	D = 1.1
structure: COc1ccccc1-c1cn[nH]c(=S)n1
  A = -12	B = 0	C = 6	D = 1.1
structure: COC(=O)C(C)n1cnc2c(cnn2-c2ccc(Cl)cc2)c1=O (configuration not stated)
  A = -4	B = -6	C = 17	D = 1.1
structure: CN1CCN(CCCNC(=O)C2CC(=O)N(C3CCCCC3)C2)CC1 (configuration not stated)
  A = -9	B = 2	C = 5	D = 1
structure: COC(=O)n1c(SC)nc2ccccc21
  A = 4	B = 1	C = 6	D = 0.96
structure: O=C(c1cc(-c2ccc(Cl)c(Cl)c2)on1)N1CCCCC1
  A = -9	B = -1	C = 8	D = 1.1
structure: Cc1ccc(CS(=O)(=O)Cc2ccc(C(=O)NCc3ccccn3)o2)cc1
  A = 0	B = 0	C = 4	D = 1
structure: NC(=O)C1(N2CCCCC2)CCN(C(=O)c2cccn3c(=O)c4cc(Cl)ccc4nc23)CC1
  A = 1	B = 6	C = 9	D = 1
structure: CCn1c(=O)cc(SCC(=O)NCc2ccco2)c2ccccc21
  A = 5	B = 3	C = 18	D = 1
structure: COc1ccc(S(=O)(=O)Cc2ccc(C(=O)N3CCCC3)o2)cc1
  A = -3	B = -5	C = 20	D = 1.1
structure: CCOC(=O)c1sc(C)c2c1NC(C)(c1cccs1)NC2=O (configuration not stated)
  A = 4	B = -2	C = 9	D = 1.1
structure: COc1ccc(OC)c(CN2C(=O)CCC2(C)C(=O)NC2CCCCCC2)c1 (configuration not stated)
  A = 11	B = 4	C = 11	D = 1.1
structure: CCOC(=O)c1c(C)oc2cc(Br)c(O)c(Br)c12
  A = -25	B = 2	C = 3	D = 1.1
structure: CCOC(=O)C(C)(C)Sc1nc2c(cnn2-c2ccc(Cl)cc2)c(=O)[nH]1
  A = -12	B = 0	C = 8	D = 1

Some of these compounds in order of their number in VLA-4 antagonist, falling.
SMILES	VLA-4 antagonist	VLA-4 agonist	Prostate diff
COc1ccc(OC)c(CN2C(=O)CCC2(C)C(=O)NC2CCCCCC2)c1 (configuration not stated)	11	4	11
Nc1cc(N)cc(-c2nc3ccccc3o2)c1	6	2	3
Cc1ccc(CS(=O)(=O)Cc2ccc(C(=O)NCc3ccccn3)o2)cc1	0	0	4
CN(C)CCCOC(=O)CCc1ccccc1	-17	1	9
